# ADAM10 inh: ADAM10 inhibition, QFRET primary screen | O14672 | recombinant ADAM10, EDANS/DABCYL FRET peptide cleavage, 3 h | inhibition, % at 7 µM | 370,000 compounds, 0.62% hits | AID 720582;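 active means inhibition above a per-campaign cutoff equal to the mean of compounds falling between control-based bounds plus 3 SD, cut at about 20% in these data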;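 further: 0% = DMSO wells while the 100% control is not disclosed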
# Target sequence (O14672 214-748 limits assumed): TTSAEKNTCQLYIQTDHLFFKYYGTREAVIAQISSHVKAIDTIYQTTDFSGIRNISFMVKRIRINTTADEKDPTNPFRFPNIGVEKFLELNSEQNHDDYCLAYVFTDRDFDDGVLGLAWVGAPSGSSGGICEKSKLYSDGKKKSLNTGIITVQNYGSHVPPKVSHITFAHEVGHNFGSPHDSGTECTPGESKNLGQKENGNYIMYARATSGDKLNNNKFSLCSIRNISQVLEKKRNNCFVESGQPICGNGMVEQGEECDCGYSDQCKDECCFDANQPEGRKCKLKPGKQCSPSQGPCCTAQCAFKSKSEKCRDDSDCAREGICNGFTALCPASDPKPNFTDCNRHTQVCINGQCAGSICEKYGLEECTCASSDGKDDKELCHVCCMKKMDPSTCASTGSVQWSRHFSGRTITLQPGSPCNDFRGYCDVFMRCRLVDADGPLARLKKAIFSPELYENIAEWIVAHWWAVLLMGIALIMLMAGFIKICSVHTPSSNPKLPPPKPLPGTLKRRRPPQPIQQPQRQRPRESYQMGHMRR
# DAX1 inh-1: inhibitors of DAX1 repression of SF-1 activated StAR promoter | 370,000 compounds, 1.1% hits | HEK293T StAR-luciferase reporter, SF-1/DAX-1 repression relief | inhibition, % at 6.8 µM | AID 652010;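 active means inhibition above the mean over all tested compounds plus 3 SD, cut at about 3.6% in these data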;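 further: 0% = DAX-1 cells with DMSO and 100% = cells lacking DAX-1 with DMSO; higher inhibition means more luminescence from relief of DAX-1 repression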
# GAA850 FXN act: increases GAA850 frataxin promoter reporter activity; 360,000 compounds, 0.56% hits; activation, % at 6 µM; HEK293 lucGAA850 FXN promoter luciferase reporter, 24 h; percent of 10 µM SAHA response;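 active means activation above the average of all compounds screened plus 3 SD, cutoff fixed separately per campaign, cut at about 7.5% in these data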;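 further: 0% = DMSO wells and 100% = 10 µM SAHA wells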
# ssDAF-12 act: activates DAF-12 receptor from parasite S. stercoralis; HEK293 ssDAF-12/GRIP1 lit1-tk-luc reporter, luminescence; % of 3 µM dafachronic acid response; activation, % at 6.8 µM; 370,000 compounds, 1% hits; AID 652126;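 active means activation above the mean over all tested compounds plus 3 SD, cut at about 0.9% in these data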;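 further: 0% = DMSO-only wells and 100% = 3 µM delta7-dafachronic acid wells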
# HGIII-sPLA2 inh: Inhibits HGIII-sPLA2 liposome hydrolysis, primary screen; 370,000 compounds, 0.56% hits; Q9NZ20; QFRET BODIPY PC-A2 liposome hydrolysis, fluorescence; inhibition, % at 12.2 µM;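 active means inhibition above mean plus 3 SD of compounds lying within the high and low control bounds, cut at about 19% in these data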;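 further: 0% = median of test compound wells and 100% = no enzyme DMSO wells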
# hgDAF12 agonist: activates the H. glycines DAF-12 receptor ligand-binding domain; HEK293 GAL4-hgDAF12 UAS-luciferase reporter, agonist luminescence; normalized to butyrate control; 370,000 compounds, 1.8% hits; activation, % at 6.8 µM;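 active means activation above a cutoff set at the mean of all screened compounds plus 3 SD, cut at about 10% in these data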;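 further: 0% = DMSO wells and 100% = sodium butyrate wells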
# SMARCA2 act: activators of SMARCA2 function | MG213 cells, MMTV-luciferase reporter, dexamethasone, overnight | activation, % at 9.1 µM | 370,000 compounds, 1% hits; in the data active means activation above about 7.8%;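 further: 0% = vehicle wells and 100% = reference activator wells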
# GC-A act: GC-A (human) enzyme activation | P16066 | HEK293 GC-A cells, cGMP TR-FRET, EC30 ANP; 0% at EC30 ANP, 100% saturating ANP | activation, % at 10 µM | 370,000 compounds, 0.14% hits; in the data active means activation above about 40%
# NPR2 activator: GC-B (human) receptor activation. HEK293-GC-B cells, CNP EC30, cGMP TR-FRET; 0% at EC30 CNP, 100% saturating CNP. activation, % at 10 µM. 370,000 compounds, 0.11% hits. AID 1920062;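 active means activation at 10 µM reaching about 35% in either raw or pattern-adjusted values, limit read from the data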
# DAX1 inh-2: inhibitors of human orphan nuclear receptor DAX1 (NR0B1); HEK293 Gal4-DAX1 luciferase reporter, luminescence; inhibition, % at 6.75 µM; 340,000 compounds, 0.99% hits; AID 504766;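 active means inhibition above the mean over all tested compounds plus 3 SD, cut at about 4.2% in these data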;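 further: 0% = DAX1-transfected cells with DMSO and 100% = empty-vector control cells with DMSO; inhibition shows as a rise in luminescence from relieved DAX1 repression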
# Target sequence (P51843 207-470 limits assumed): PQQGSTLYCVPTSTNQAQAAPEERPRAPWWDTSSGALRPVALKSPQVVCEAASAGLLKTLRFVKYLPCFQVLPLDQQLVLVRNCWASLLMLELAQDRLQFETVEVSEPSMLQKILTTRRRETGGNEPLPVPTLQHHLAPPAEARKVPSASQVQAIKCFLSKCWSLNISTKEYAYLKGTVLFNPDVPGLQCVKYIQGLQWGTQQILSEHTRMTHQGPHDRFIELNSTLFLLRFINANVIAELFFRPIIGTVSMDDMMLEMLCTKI
# hcDAF12 agonist: activates DAF-12 receptor from parasite H. contortus. 370,000 compounds, 1.4% hits. activation, % at 6.8 µM. HEK293 hcDAF-12 lit1-tk-luc reporter, luminescence; 0% DMSO, 100% Δ7-dafachronic acid;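 active means activation above the mean of all tested compounds plus 3 SD, cut at about 5.5% in these data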;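 further: 100% = response to 3 µM Δ7-dafachronic acid high control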
# * marks the source's active call; other numbers are inactive results; i = inactive; / = not tested or not shown.
SMILES,ADAM10 inh,DAX1 inh-1,GAA850 FXN act,ssDAF-12 act,HGIII-sPLA2 inh,hgDAF12 agonist,SMARCA2 act,GC-A act,NPR2 activator,DAX1 inh-2,hcDAF12 agonist
Cc1ccc(NS(=O)(=O)c2ccc3[nH]c(=O)[nH]c3c2)c(C)c1,-1,0.7,0.2,-1.1,-4,-1.6,-1,-2,1,-0.6,-1.2
CCn1c(C)[n+](CCOCC[n+]2c(C)n(CC)c3cc(Cl)c(Cl)cc32)c2cc(Cl)c(Cl)cc21,3,-0.2,2.7,-0.6,-1,0.1,1,5,-1,0.7,-0.2
COc1cccc(C=C2Cc3ccccc3C2=O)c1,-13,1.2,/,-1.1,-10,10,1,-2,-1,/,3.2
O=c1[nH]c(-c2ccccc2O)nc2c1CCCC2,-20,0.4,-2.3,-1.2,2,0.2,2,8,-15,1.6,-1.4
Cc1cc(C)cc(OCC(=O)NNC(=O)CCC(=O)NCc2ccccc2)c1,-1,-0.4,-2.2,-1.8,1,-2.2,0,5,-1,-0.4,-0.8
CC(=O)Nc1ccc(SCC(=O)Nc2ccc(Cl)cn2)cc1,-4,0.3,2.7,-1.1,-3,0.9,-1,-3,-3,0.2,0.6
CC(OC(=O)C1CC1)C(=O)Nc1cc(Cl)cc(Cl)c1 (stereo unspecified),-4,-1.1,-0.3,-1.6,7,-1.5,-5,-1,-5,1.6,-0.1
COc1cc(NC(=S)Nc2ccc(S(=O)(=O)N3CCOCC3)cc2)cc(OC)c1OC,-2,0.2,0.2,-0.4,9,3.3,-5,-2,1,0.6,2.3
COC(=O)C1(Cc2cc(-c3ccc([N+](=O)[O-])cc3)no2)CCN(C(=O)OC(C)(C)C)CC1,2,-0.4,0.2,-1.7,3,-0.6,1,-2,0,0.7,3.0
COC(=O)CSc1nc(-c2ccc(F)cc2)cc(C(F)(F)F)n1,-2,0.0,-1.5,-1.0,1,1.2,1,6,3,-0.3,-2.0
CCSc1nc2ccccc2c(=O)n1-c1c(C)n(C)n(-c2ccccc2)c1=O,-5,-0.9,0.6,-1.7,-6,-0.3,0,-2,-4,0.0,-0.6
CN(C)CCNC(=O)c1cccc2[nH]c(-c3ccncc3)nc12,-343,-1.9,-2.0,-0.2,6,-4.2,5,-1,-8,-0.1,2.8
Cc1ccc(-c2nnc(SCC(=O)N3CCCC3)o2)cc1C,-11,0.8,0.9,-0.5,5,4.5,6,0,-3,0.3,2.4
CCN1CCN(C(=O)CCc2nnc(CCCCc3ccccc3)o2)[C@@H](C)C1=O,2,0.2,0.0,-0.6,4,0.1,1,3,1,2.4,-1.5
CCC(C)(c1nnnn1-c1c(C)cccc1C)N(N=O)c1cccc(C(F)(F)F)c1 (stereo unspecified),0,0.3,2.1,-1.7,-5,-1.0,-3,-4,4,-0.3,-0.6
CCc1cccc(C)c1NC(=O)CO/N=C(\N)CC(=O)NC1CCCCC1,-2,-1.0,-0.4,-1.7,-7,0.4,0,2,4,1.7,-0.2
CCOc1cccc(C(=O)Nc2cc(-c3nn4c(C)nnc4s3)ccc2C)c1,-5,0.0,-1.2,-1.2,2,2.2,0,0,2,0.7,-1.6
CC(C)CCN1CCN(Cc2ccc3nsnc3c2)CC1CCO (stereo unspecified),5,-0.4,2.7,-1.1,12,-3.3,-4,4,4,1.8,-1.2
COc1ccccc1-c1nc(C#N)c(NCc2ccc(F)cc2)o1,i,-0.5,0.7,-1.1,-16,-1.1,-1,8,-12,0.7,-1.0
CN(Cc1ccccc1)C(=O)CCC1CCN(S(=O)(=O)N(C)C)CC1,-6,-0.4,2.1,-0.8,4,0.7,-2,1,-5,0.7,-0.7
CCc1nnc(NC(=O)C2CCCN(S(=O)(=O)c3ccccc3)C2)s1 (stereo unspecified),4,0.0,1.2,-1.4,5,1.8,-4,2,-7,-0.5,-0.9
CCCCCCc1cc2cc(S(=O)(=O)c3ccc(Cl)cc3)c(=O)oc2cc1O,-212,1.2,-0.1,-1.0,-4,2.2,0,6,0,-0.5,-1.1
CC(OC(=O)c1cc(Br)ccc1O)C(=O)NCc1ccc2c(c1)OCO2 (stereo unspecified),-4,0.3,-1.4,-0.4,14,1.2,-3,-2,-9,1.2,0.9
CCOC(=O)C1(C)CCCN(C(=O)c2ccc(OC)cc2)C1 (stereo unspecified),-12,0.1,-0.3,-0.9,-2,-0.8,3,-2,3,/,1.3
CNC[C@H]1Oc2cc(Br)ccc2S(=O)(=O)N([C@@H](C)CO)C[C@H]1C,0,2.5,/,-0.8,8,0.1,-4,1,1,/,1.0

# Reprinted from above for reference:
SMILES,ADAM10 inh,DAX1 inh-1,GAA850 FXN act,ssDAF-12 act,HGIII-sPLA2 inh,hgDAF12 agonist,SMARCA2 act,GC-A act,NPR2 activator,DAX1 inh-2,hcDAF12 agonist
CCOC(=O)C1(C)CCCN(C(=O)c2ccc(OC)cc2)C1 (stereo unspecified),-12,0.1,-0.3,-0.9,-2,-0.8,3,-2,3,/,1.3
CNC[C@H]1Oc2cc(Br)ccc2S(=O)(=O)N([C@@H](C)CO)C[C@H]1C,0,2.5,/,-0.8,8,0.1,-4,1,1,/,1.0

# (list continues)
SMILES,ADAM10 inh,DAX1 inh-1,GAA850 FXN act,ssDAF-12 act,HGIII-sPLA2 inh,hgDAF12 agonist,SMARCA2 act,GC-A act,NPR2 activator,DAX1 inh-2,hcDAF12 agonist
O=[N+]([O-])c1ccc(S(=O)(=O)Nc2ccc(-c3ccccc3)cc2)cc1,15,-0.8,2.1,-1.6,-37,3.0,0,4,-1,0.8,-0.1
Cn1ncc2c(NNC(=O)Cc3cccc4ccccc34)ncnc21,2,0.4,1.8,-1.6,-12,-0.9,-2,1,1,-1.1,-1.4
Cc1cc(NC(=O)c2c(F)cccc2Cl)no1,-4,-0.1,2.2,-1.5,3,0.8,0,3,5,-1.5,1.9
O=C(CC12CC3CC(CC(C3)C1)C2)NC(=S)NCc1ccco1,2,-0.4,4.3,-0.9,-1,-1.3,-2,4,-6,-0.9,1.1
O=C(CCc1ccccc1)NNC(=O)c1ccncc1,-2,0.5,2.7,-0.5,7,-0.8,-2,-2,6,0.5,3.0
Cc1ccc(C(=O)NCCc2cccs2)cc1,-8,2.3,-4.3,-1.6,0,-3.8,-2,2,11,-4.3,-0.2
COc1ccc(OC)c(/C(C)=N\NC(=O)c2cc3cc(Cl)ccc3n2C)c1,-4,-0.5,0.8,-1.3,-1,-0.6,-2,-1,-6,0.1,-2.2
CCN1CCc2c(OCC(=O)N3N=C(c4cccs4)CC3c3ccc(F)cc3)cccc2C1=O (stereo unspecified),-16,-0.3,-1.8,-1.0,-10,-3.2,-2,6,0,-0.8,-1.6
Cc1ccc(C)c(NC(=S)c2ccccn2)c1,7,0.4,13*,0.2,9,8.2,5,-1,4,0.3,2.1
O=C(O)CSCc1ccc(C(=O)O)o1,-8,0.5,-0.8,-0.9,-4,2.1,1,1,5,-1.6,3.4
O=C(O)c1ccc(N/N=C/c2cc3cc4c(cc3nc2Cl)OCCO4)cc1,-31,7.3*,6.7,2.9*,-5,24*,8.4*,-1,-2,-5.1,12*
Cn1c(N)c(N=Nc2ccc(S(N)(=O)=O)cc2)c(=O)n(C)c1=O,6,-1.1,0.7,-1.2,3,-1.6,1,5,-1,-0.3,-0.1
CCOC(=O)C1CCCN(C(=O)c2ccccc2NC(C)=O)C1 (stereo unspecified),-11,-0.7,-1.9,-0.7,2,2.2,-4,4,5,-0.3,0.2
CSCC[C@H](NC(=O)N1CCn2c1nc1ccccc12)C(=O)NCc1ccc(F)cc1,3,0.5,-0.9,-0.9,-1,-0.8,4,-6,-7,0.4,-3.3
CN(CC(=O)Nc1c(Cl)cccc1Cl)C(=O)c1ccccc1-c1nc2ccccc2s1,-19,-0.3,0.4,-1.0,2,-1.2,-4,-2,-5,0.1,-1.8
C1=CC2CC1CC2CNCc1ccco1 (stereo unspecified),-8,-0.5,-0.1,-1.0,1,-0.9,-3,-6,-3,-1.2,1.8
COC(=O)CN1C(=O)[C@H]2[C@@H](C3CC3)N3C(=O)CN(Cc4ccc(-c5ccccc5)cc4)C(=O)[C@@]3(Cc3ccccc3)[C@H]2C1=O,2,-0.1,-0.3,-1.6,-5,0.5,1,5,5,-1.6,-2.1
COc1ccc(C2CC(=O)C=C(NCC3CCCO3)C2)cc1 (stereo unspecified),4,-0.1,1.4,-0.8,0,1.9,-3,0,10,0.3,-0.5
Cc1nc(/N=C\c2ccc(N(C)C)cc2)sc1C,-3,0.1,2.8,-1.1,3,-0.1,0,2,3,0.8,-0.7
COc1ccccc1-c1noc2c1C(=O)N(Cc1cn(C3CCCC3)nn1)CC2,0,-0.3,/,-1.2,5,-0.2,5,0,5,/,-0.3
COC(=O)CCCn1cc(CN2CC(N3CCCC3)CS2(=O)=O)nn1 (stereo unspecified),-6,1.3,/,-0.7,1,4.1,2,4,1,/,-0.3
COc1cccc(C2C(C#N)=C(N)SC(c3ccccc3)C2[N+](=O)[O-])c1 (stereo unspecified),5,-0.8,0.2,-2.1,-18,-1.0,-1,-9,3,1.1,-1.9
CC(=O)Nc1ccc(Sc2ncnc3scc(-c4ccccc4)c23)cc1,7,0.1,5.3,-0.1,-18,4.4,-2,1,-2,-0.8,-1.8
N#Cc1ccc(NC(=O)CCc2nc3ccccc3s2)cc1,-28,0.3,0.2,-1.2,-18,2.9,-1,-5,0,-0.1,-0.6
CCN(C[C@H]1N[C@@](C)(C(=O)OC)[C@H]2C(=O)N(Cc3ccccc3)C(=O)[C@@H]12)C(=O)c1ccccc1,-10,3.0,0.6,-1.0,11,-2.1,1,4,-1,-1.7,-0.7
# (cont.)
SMILES,ADAM10 inh,DAX1 inh-1,GAA850 FXN act,ssDAF-12 act,HGIII-sPLA2 inh,hgDAF12 agonist,SMARCA2 act,GC-A act,NPR2 activator,DAX1 inh-2,hcDAF12 agonist
COc1ccc(CN2C(=O)C(CC(=O)NCc3ccco3)CC(C(=O)N(C(C)C)C(C)C)=C2C)cc1 (stereo unspecified),-3,0.6,-1.2,-1.6,3,2.0,-3,-3,-6,-0.4,-0.2
O=C(CSc1nc(=O)n(CCCN2CCOCC2)c2c1CCCC2)Nc1ccc(F)cc1F,-1,-0.3,-0.9,-0.8,10,-2.1,-4,-3,1,-0.3,-1.9
CCCC(=O)NC(=S)Nc1ccc(NC(=O)c2cccs2)cc1,3,-0.3,-2.1,-0.8,3,-1.5,4,-2,-3,-0.2,-1.5
O=C(OCc1cncs1)c1cccs1,-6,0.4,5.7,-1.1,-1,2.1,-1,1,1,1.6,-1.6
CCO[C@H]1OC(C(=O)N2CCN(Cc3ccc4c(c3)OCO4)CC2)=C[C@@H](c2csc3ccccc23)[C@@H]1CCCO,15,-0.6,-1.0,-1.9,-43,-2.3,-1,-3,-5,-0.8,-2.0
CC(C)(C)C(=O)Nc1sc2c(c1C(=O)Nc1ccccn1)CCCC2,-6,-0.4,0.9,-1.7,-1,7.4,-1,-2,-4,0.7,-0.3
Cc1ccc(C(O)(CCN2CCCCC2)c2ccccc2)cc1 (stereo unspecified),8,0.1,1.6,-1.4,-4,-2.0,-2,-41,-17,0.6,-2.3
CC1(C)CC2(CCO1)C(Nc1ccccc1)=NC(=S)N2CC(N)=O (stereo unspecified),2,0.3,0.6,-1.3,-2,0.8,-2,5,-4,0.9,1.0
